From PubChem BioAssay
IL1B secr inh: inhibitors of inflammasome signaling (IL-1 beta secretion); THP-1 LPS/ATP IL-1B secretion, AlphaLISA, 16 h; stronger effect = lower value; 4.7% of 360,000 active; activity change, % at 57.5 µM; in the data active = activity change below about -50%; inconclusive = mostly about -30% to -49%; also: % is scaled to controls: 0 for no effect and ±100 for the full control effect
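THP-1 cells pretreated 1 hr with compounds (up to 57.5 uM final), then stimulated with LPS (250 ng/mL final) plus ATP (1.25 mM final); secreted IL-1B measured by AlphaLISA after 16 hr, decreased signal indicating inhibition.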
TGFb inhibitor: blocks TGF-b signaling; 1.2% of 410,000 active; HepG2 CAGA-GFP TGF-b/SMAD3 reporter, GFP fluorescence, 18 h; TGF-beta stimulated, 500 pg/mL final; Potency, µM (series often up to 46.1 µM), inactives show at the top dose activity, negative = inhibition, actives largely listed as inhibitors; AID 588855; also: potency is read from the fitted curve at half-maximal effect; % is scaled to controls: 0 for no effect and ±100 for the full control effect; nearly all actives have a fitted effect of over 65% in size
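HEPG2 CAGA-GFP, 1000 cells/well; 2 h settle, 37 C; cpd via pin tool; TGF-b 500 pg/mL final; 18 h, 37 C; GFP imaging ex488/em500-530; %Activity normalised to -TGF-b and +DMSO controls; CRC fit, curve class.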
MCF10A rerep: induces DNA re-replication in MCF 10a normal breast cells | MCF 10A DNA re-replication, Hoechst nuclear intensity, 48 h | Potency, µM (doses to about 46.1 µM), without a hit: top-dose activity, positive = re-replication, usual class: activators | 2.9% of 350,000 active; also: potency is read from the fitted curve at half-maximal effect; % of control where 0% means no effect; nearly all actives have a fitted effect of over 50% in size
ATXN2 expr inh: ATXN2 expression inhibition. AID 1745845. HEK-293 ATXN2-luciferase reporter, luminescence, 24 h. 0.72% of 360,000 active. Potency, µM (series often up to 57 µM), inactives show top-dose activity change, negative = inhibition, actives largely listed as inhibitors; also: potency is read from the fitted curve at half-maximal effect; % is scaled to controls: 0 for no effect and ±100 for the full control effect; nearly all actives have a fitted effect of over 55% in size
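ATXN2-luciferase reporter cells (luciferase flanked by upstream and downstream ATXN2 gene portions) were treated 24 h at 37 °C with compounds at up to 57 uM. SteadyGlo luminescence gave expression; GF-AFC fluorescence gave viability.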
S2 tox: viability counter-screen for ATXN expression inhibitors. S2 cells (HEK-293 line with an ATXN2-luciferase reporter) viability, CellTiter-Fluor protease fluorescence, 24 h. 0.49% of 400,000 active. AID 651635. Potency, µM (highest dose often 56.7 µM), hits mostly cytotoxic; also: potency is read from the fitted curve at half-maximal effect; nearly all actives have a fitted effect of over 40% in size
HepG2 tox: kills HepG2 cells in TGF-b inhibitor counter-screen; HepG2 CAGA-GFP viability, ATP luminescence, 18 h; 0.76% of 410,000 active; Potency, µM (doses to about 46.1 µM), inactives show at the top dose activity change, negative = cytotoxicity, usual class: cytotoxic; also: potency is read from the fitted curve at half-maximal effect; some results filed as inactive show a strong effect at the top dose
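HepG2 CAGA-GFP cells (1000/well, DMEM with 1% FBS) received compound, then TGF-beta at 500 pg/mL final, and were incubated 18 hours at 37 degrees C. Viability was read by CellTiter-Glo luminescence. Media-only wells were set as complete cell-killing and DMSO as no toxicity.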
A549 tox: counter-screen for Nrf2 inhibitors: cytotoxicity in A549 cells. 0.16% of 390,000 active. Potency, µM (top dose mostly 46 µM), for the others: at the highest dose activity change, negative = cytotoxicity, actives largely listed as inhibitors. A549 ARE-Fluc cells, CellTiter-Fluor viability, 18-24 h. AID 504648; also: potency is read from the fitted curve at half-maximal effect; % is scaled to controls: 0 for no effect and ±100 for the full control effect
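A549 ARE_Fluc cells in 5% FBS OPTI-MEM were exposed to compounds in concentration-response for 18-24 h at 37 deg C. Viability was read by CellTiter-Fluor fluorescence (Ex 405/Em 525) after 30 min, before the luciferase read.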
Nrf2 activator: Nrf2 pathway activation. AREc32 ARE-luciferase reporter (MCF7-derived line), luminescence, 24 h. AID 624171. Potency, µM (highest dose often 46.1 µM), for inactives: at the highest dose activation, hits mostly activators. 0.31% of 410,000 active; also: potency is read from the fitted curve at half-maximal effect; % of control where 0% means no effect; nearly all actives have a fitted effect of over 65% in size
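AREc32_Fluc, 1000 cells/well, OPTI-MEM + 5% FBS, o/n 37 deg C 5% CO2; 23 nL cpd by pin tool, 24 hr; Steady-Glo 30 min RT, luminescence.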
Nrf2 inh: blocks Nrf2 signaling. A549 ARE-Fluc reporter, luciferase luminescence, 18-24 h. Potency, µM (doses to about 46 µM), for the others: at the highest dose activity change, negative = inhibition, actives largely listed as inhibitors. 2.1% of 360,000 active. AID 504444; also: potency is read from the fitted curve at half-maximal effect; % is scaled to controls: 0 for no effect and ±100 for the full control effect; nearly all actives have a fitted effect of over 60% in size
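Concentration-response testing used A549 ARE_Fluc cells at 5000 cells/well. Following an 18-24 h compound incubation, viability was read by fluorescence (Ex 405/Em 525) and luciferase output by luminescence.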
Active calls of the source: *; i = inactive; ? = inconclusive; nt = not tested or not shown; [ ] = remark or other dose. Unless noted, calls follow the shape of the dose curve; as a rule, active = well fitted curve in the direction sought with a large enough effect; inconclusive = small, poorly fitted or top-dose-only effect, or another doubt; inactive = no such curve, though single readings can be large; an effect the other way counts as inactive or inconclusive.

Value order: MCF10A rerep	Nrf2 inh	TGFb inhibitor	Nrf2 activator	S2 tox	IL1B secr inh	ATXN2 expr inh	A549 tox	HepG2 tox
Cc1ccc(S(=O)(=O)Nc2ccc(-c3nnc(SCc4ccccc4Cl)o3)cc2)cc1
 : ?	?	?	1.5%	i	?	12%	-23%	-33%
CC(=O)c1c(C)[nH]c(C(=O)Nc2cccc(S(=O)(=O)N(C)C)c2)c1C
 : 5%	0%	3%	21%	i	-17	77%[activator]	3%	-5%
Cn1cc(CCC(=O)N2CCCC(C(=O)c3ccc(C(C)(C)C)cc3)C2)cn1 (stereo not given)
 : -1%	-28%	-2%	0.1%	i	23	nt	-7%	-4%
O=C(NNC(=O)C1CC1)c1cc(=O)[nH]c2ccccc12
 : 7%	-10%	16%	-1.1%	i	2	-22%	4%	-2%
N/C(=N\OC(=O)CSc1ccccc1)c1ccccn1
 : -2%	?	-4%	-0.7%	i	?	10%	13%	2%
Cc1ccc(NC(=O)NCCc2ccc(S(N)(=O)=O)cc2)cc1
 : -3%	nt	14%	-0.5%	i	6	0%	-12%	-12%
Oc1ccccc1Nc1nc(-c2ccccc2)c2cc(Cl)ccc2n1
 : nt	24%	-1%	19%	i	nt	3%	-8%	-24%
CC(C)Cn1c(SCC(=O)N2CC(=O)Nc3ccccc32)nc2ccccc21
 : 19%	-9%	4%	0.7%	i	-5	-3%	-4%	15%
CCCCOc1ccc(C(=O)Nc2ccc3oc(-c4cccnc4)nc3c2)cc1
 : nt	-20%	2%	-0.5%	nt	nt	nt	-1%	-12%
CCOC(=O)CC1C(=O)NCCN1C(=O)c1cccc(OC)c1 (stereo not given)
 : 1%	3%	-2%	-1.2%	i	4	nt	-5%	7%
c1ccc2c(c1)ncn2CCN1CCCCC1
 : 13%	-3%	13%	0.3%	i	4	-3%	17%	-8%
Cc1cc(C)cc(NC(=O)c2cc3c(=O)n4ccccc4nc3s2)c1
 : ?	-14%	-15%	-0.4%	i	-8	-8%	1%	-8%
COc1cccc(NC(=O)C2CCCN(S(=O)(=O)c3cccc4cccnc34)C2)c1 (stereo not given)
 : -1%	-4%	-14%	-0.1%	?	-23	-13%	3%	-4%
CCCCNC(=O)CCCn1c(=O)[nH]c2ccc(Br)cc2c1=O
 : 0%	-16%	1%	0.0%	i	-22	1%	-3%	-26%
CC1CCC(NC(=O)c2ccc(NC3=NC4CS(=O)(=O)CC4S3)cc2)CC1 (stereo not given)
 : 2%	2%	-2%	-0.6%	i	-9	-7%	-1%	2%

Sorted by the number under IL1B secr inh (descending): some entries from above.
structure	Nrf2 activator	IL1B secr inh
CCOC(=O)CC1C(=O)NCCN1C(=O)c1cccc(OC)c1 (stereo not given)	-1.2%	4
CC(C)Cn1c(SCC(=O)N2CC(=O)Nc3ccccc32)nc2ccccc21	0.7%	-5
CC(=O)c1c(C)[nH]c(C(=O)Nc2cccc(S(=O)(=O)N(C)C)c2)c1C	21%	-17

(continued)
Value order: MCF10A rerep	Nrf2 inh	TGFb inhibitor	Nrf2 activator	S2 tox	IL1B secr inh	ATXN2 expr inh	A549 tox	HepG2 tox
COc1ccc(-c2csc(C)n2)cc1Br
 : ?	28%	9%	10%	i	0	40%[activator]	3%	-1%
Cc1cccc(C)c1NC(=O)C1c2cccc[n+]2CC(=O)N1Cc1cccs1 (stereo not given)
 : 8%	-18%	-15%	0.1%	i	-1	nt	5%	-9%
CCOc1ccccc1-c1nnc(CS(=O)(=O)c2ccccc2)o1
 : 2%	4%	18%	6.3%	i	13	6%	6%	-8%
O=C(O)CCNS(=O)(=O)c1ccc2c(c1)Cc1ccccc1-2
 : -2%	nt	0%	-0.1%	i	5	5%	2%	6%
O=C(NCCc1ccccc1)C1CCC(CNc2nc(=S)[nH]c3ccccc23)CC1 (stereo not given)
 : ?	-11%	-19%	2.0%	?	38	-38%	4%	-15%
COc1cccc(-n2c(C)nnc2SCC(=O)Nc2ccccc2N2CCOCC2)c1
 : 5%	5%	-7%	-0.3%	i	-1	-2%	8%	-3%
CCCn1ccc2c(OCC(=O)NCc3ccc(F)cc3)cccc2c1=O
 : nt	nt	-36%	4.3%	i	nt	-6%	-1%	-25%
CC(C)Cc1nn2c(=O)cc(COc3ccc(NC(=O)c4ccco4)cc3)nc2s1
 : 0%	-8%	3%	1.6%	i	31	-13%	0%	0%
CCCC(=O)NC(C)c1nc(-c2ccc(C)cc2)no1 (stereo not given)
 : -11%	8%	-4%	0.1%	i	14	13%	-3%	1%
CC(=O)c1cccc(NS(C)(=O)=O)c1
 : 3%	-23%	-4%	-0.4%	?	16	nt	-1%	-2%
C=CCN1C(=O)C(=O)N(CC(=O)c2ccc3c(c2)CCCC3)C1=O
 : 20%	4%	2%	-0.8%	i	-18	1%	-3%	27%
O=c1ccc(-c2ccc(S(=O)(=O)Nc3ccc(F)cc3)o2)n[nH]1
 : ?	7%	-9%	-0.7%	i	-9	-1%	2%	1%
CC(=O)OCC1(O)CC23CCC4c5ccoc5CCC4(C)C2CCC1C3 (stereo not given)
 : 5%	-17%	1%	?	i	-30	-17%	3%	-31%
COC(=O)c1ccc(C(=O)OC)c(NC(=S)N2CCC(C(N)=O)CC2)c1
 : -3%	-21%	18%	-0.4%	i	38	11%	-2%	-1%
CCOC(=O)c1cccc(NC(=O)Nc2c(C)n(C)n(-c3ccccc3)c2=O)c1
 : nt	2%	-2%	-0.7%	i	nt	2%	1%	10%
O=C1[C@@H]2[C@H](C(=O)N1Cc1cccnc1)[C@H]1C=C[C@@H]2C1
 : 4%	4%	17%	0.4%	i	0	6%	17%	-15%
CC(O)Cn1c(=O)c2c(nc(Br)n2Cc2ccccc2)n(C)c1=O (stereo not given)
 : -3%	?	6%	2.4%	i	26	-4%	0%	4%
CCOC(=O)c1ccccc1NC(=O)CSc1c(C)cnc2c1c(=O)n(C)c(=O)n2C
 : nt	nt	6%	3.6%	i	nt	1%	-1%	-2%
CC(C)(OC(=O)c1cccs1)c1cc2ccccc2c(=O)o1
 : -17%	?	-9%	-0.6%	i	47	8%	6%	-1%
Cc1cccc(Nc2nc(N)c([N+](=O)[O-])c(N3CCOCC3)n2)c1
 : ?	?	-17%	-0.1%	i	-22	-8%	-16%	-26%
Cc1cc2cc(CNC(=O)C3CC3)ccc2n1C
 : 0%	4%	-12%	-0.8%	i	0	2%	-9%	8%
CC1=C(C(=O)Nc2ccccn2)C(c2ccc(Cl)cc2)NC(=S)N1 (stereo not given)
 : ?	17%	0%	1.6%	i	-12	49%[activator]	0%	10%
O=C(COC(=O)c1ccc(S(=O)(=O)N2CCOCC2)cc1)NCc1cccs1
 : -2%	1%	-4%	0.3%	i	1	-22%	-3%	4%
CN1C(=O)[C@H](Cc2ccc([N+](=O)[O-])cc2)NC1=S
 : 8%	?	-15%	6.8%	i	?	?	1%	-14%
COc1cc(S(=O)(=O)NCCN2CCOCC2)ccc1-n1cnnn1
 : 2%	-21%	-1%	0.1%	i	13	0%[11.3 µM]	2%	0%
Cn1c(=O)[nH]c(=O)c2c1nc(Br)n2CCSc1ncccn1
 : -5%	2%	-17%	3.1%	i	8	-3%	2%	-4%
CCOC(=O)N1CCN(S(=O)(=O)c2ccc(OCC)cc2)CC1
 : -1%	-25%	1%	0.1%	i	12	3%	-4%	-8%
Cc1ccc(NS(=O)(=O)c2cccc(C(=O)Nc3cccnc3)c2)c(C)c1
 : 8%	8.2µM*	-5%	2.8%	i	-25	-5%	-9%	-15%
NC(=S)N=Nc1c(O)n(C2OC(=O)c3ccccc32)c2ccccc12 (stereo not given)
 : 0%	7%	0%	0.3%	i	11	1%	-3%	8%
CCSc1ncc(Cl)c(C(=O)Nc2c(C(=O)Nc3cccc(C)c3)oc3ccccc23)n1
 : nt	-2%	nt	-0.8%	nt	nt	nt	2%	-14%
COCC(=O)N1CCCC(C(=O)c2ccc(-c3ccccc3)c(F)c2)C1 (stereo not given)
 : ?	-23%	-1%	3.0%	i	27	-24%	8%	-7%
COc1ccc(N(C(=O)Nc2ccc(Cl)cc2)C2=NCCC2)cc1
 : 15%	14%	-5%	2.6%	i	-3	52%[activator]	2%	5%
O=C(COC(=O)C1c2ccccc2Oc2ccccc21)NC1CCS(=O)(=O)C1 (stereo not given)
 : 10%	-2%	-3%	-0.8%	i	3	1%	4%	-26%
S=c1nc(-c2ccccc2)[nH]n1-c1ccccc1
 : -6%	1%	-4%	2.4%	i	7	12%	7%	-8%
COCCN(C)C(=O)CC1C(=O)NCCN1CC(c1ccccc1)c1ccccc1 (stereo not given)
 : 3%	?	-1%	0.3%	i	0	nt	-1%	-23%
CSCC[C@H](NC(=O)N1CCn2c1nc1ccccc12)C(=O)NC1CCCCC1
 : 3%	12%	-23%	-0.6%	i	-7	0%	-4%	-22%
Cc1ccccc1NC(=O)C(C)c1ccc(-c2ccccc2)c(F)c1 (stereo not given)
 : 0%	-26%	?	-0.4%	?	0	-11%	0%	-4%
CCOC(=O)c1nn(C)c(C)c1Cl
 : -8%	6%	-16%	-0.8%	i	18	-1%	2%	3%
CCCCCc1ccc(-c2ccc(Br)cc2)nc1
 : nt	?	12%	3.9%	i	nt	42%[activator]	-2%	2%
